Source: PubChem BioAssay (several laboratories)
GDH-TPI inh: GDH-TPI coupled enzyme inhibition counter-screen; 1.2% of 360,000 active; inhibition, % at 4.8 µM; GDH-TPI coupled enzyme counterscreen, NADH absorbance; in the data active means inhibition above about 30%;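 further: 0% = DMSO wells and 100% = wells lacking the enzyme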
SARS 3CLpro inh: SARS-CoV 3CLpro protease inhibition | inhibition, % at 6 µM | 0.14% of 290,000 active | P0C6X7 | recombinant SARS-CoV 3CLpro, quenched FRET peptide cleavage | AID 1706; in the data active means inhibition above about 12%
Rv3671c protease: Rv3671c (M. tuberculosis) protease inhibition; inhibition, % at 5.96 µM; P9WHR9; 0.048% of 320,000 active; in the data active means inhibition above about 38%;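 further: extracellular domain of Rv3671c used as enzyme; 0% = enzyme with DMSO and 100% = no enzyme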
Target sequence (P9WHR9 whole entry, looked up, the tested form may be a part): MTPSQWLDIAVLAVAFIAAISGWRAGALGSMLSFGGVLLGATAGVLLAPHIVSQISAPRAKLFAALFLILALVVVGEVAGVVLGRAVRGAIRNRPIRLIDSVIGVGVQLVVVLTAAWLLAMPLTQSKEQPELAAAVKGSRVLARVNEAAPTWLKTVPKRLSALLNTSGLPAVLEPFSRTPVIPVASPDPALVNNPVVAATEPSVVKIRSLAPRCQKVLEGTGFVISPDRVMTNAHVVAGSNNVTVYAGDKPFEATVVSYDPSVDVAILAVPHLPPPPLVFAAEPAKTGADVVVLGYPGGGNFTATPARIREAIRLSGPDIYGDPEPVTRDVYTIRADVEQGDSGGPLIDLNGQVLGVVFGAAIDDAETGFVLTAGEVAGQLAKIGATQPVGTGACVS
MazEF act: activators of E. coli MazEF toxin-antitoxin RNase; P0AE70; FAM/BHQ RNA-DNA oligo cleavage fluorescence, 5 h; activation, % at 20 µM; 0.32% of 350,000 active; AID 504720; in the data active means activation above about 50%
BioA inh: blocks M. tuberculosis BioA enzyme activity; inhibition, % at 9.99 µM; purified M. tuberculosis BioA enzyme, plate reader; 0.096% of 360,000 active; in the data active means inhibition above about 40%
UGM FP inh: inhibitors of M. tuberculosis UDP-galactopyranose mutase; inhibition, % at 10 µM; 0.06% of 320,000 active; AID 504406; purified UGM, fluorescence polarization probe displacement; P9WIQ1; in the data active means inhibition above about 10%, passing the limit was not always enough
Target sequence (P9WIQ1 whole entry, looked up): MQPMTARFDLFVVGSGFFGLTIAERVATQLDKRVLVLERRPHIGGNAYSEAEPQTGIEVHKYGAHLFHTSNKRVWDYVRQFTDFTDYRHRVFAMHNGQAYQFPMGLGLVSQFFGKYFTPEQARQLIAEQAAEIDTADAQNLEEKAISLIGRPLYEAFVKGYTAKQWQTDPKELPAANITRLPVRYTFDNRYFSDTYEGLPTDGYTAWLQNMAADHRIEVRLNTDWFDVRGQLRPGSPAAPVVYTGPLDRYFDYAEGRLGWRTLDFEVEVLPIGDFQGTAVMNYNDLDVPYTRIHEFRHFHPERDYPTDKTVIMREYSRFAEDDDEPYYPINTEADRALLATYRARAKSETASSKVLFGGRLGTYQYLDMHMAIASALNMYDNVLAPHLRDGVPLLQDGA
PriA SSB inh: inhibitors of Klebsiella pneumoniae PriA binding to SSB C-terminal tail; AlphaScreen SSBct-PriA binding, biotinylated peptide; inhibition, % at 33 µM; 0.6% of 430,000 active; AID 1272365; in the data active means inhibition mostly above about 37%, no sharp cut-off; inactive means mostly below about 20%;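 further: plate controls were negative control peptide for no effect and reference peptide for full effect; strong numbers were not always called active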
VHR inh abs: DUSP3 (human) phosphatase inhibition; P51452; recombinant VHR phosphatase, pNPP absorbance; inhibition, % at 13.3 µM; 0.52% of 290,000 active; in the data active means inhibition above about 50%; further: some compounds called inactive have numbers as strong as hits
Target sequence (P51452 whole entry, looked up): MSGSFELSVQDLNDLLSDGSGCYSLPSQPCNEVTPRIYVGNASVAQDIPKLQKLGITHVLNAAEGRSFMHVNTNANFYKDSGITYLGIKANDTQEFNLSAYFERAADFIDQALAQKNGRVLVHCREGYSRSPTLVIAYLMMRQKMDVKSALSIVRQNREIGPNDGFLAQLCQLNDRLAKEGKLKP
Vc quorum ag: inducers of Vibrio cholerae quorum light production without autoinducers; V. cholerae BH1578 lux reporter, luminescence, 6 h; activation, % at 18.7 µM; 0.16% of 350,000 active; in the data active means activation mostly above about 9.7%, no sharp cut-off; further: not every result past the cut was called active; inactives centre near 0; reference of the scale not given here
FBA Mtb inh: Mtb fructose-bisphosphate aldolase inhibition; P9WQA3; purified M. tuberculosis FBA, fluorescence read-out; inhibition, % at 1 µM; 2.3% of 360,000 active; in the data active means inhibition above about 27%;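 further: 0% = vehicle and 100% = reference inhibitor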
An asterisk follows results filed as active; i = inactive; · = no result given; & = joins results of further samples. These rows are one share of the data; count on the stated rates, not on these rows.

Below each SMILES: GDH-TPI inh, SARS 3CLpro inh, Rv3671c protease, MazEF act, BioA inh, UGM FP inh, PriA SSB inh, VHR inh abs, Vc quorum ag, FBA Mtb inh
1: Cc1ccc(NC(=O)Nc2cccnc2)cc1Cl
→ 5.6, 21.3*, ·, 2.1, 5.0, -0.7, -2.9, 9.5, -0.6, 3.6
2: COc1ccc(NC(=O)c2ccc(S(=O)(=O)C(F)F)cc2)c(OC)c1
→ 0.3, 7.8, 0.2, 7.5, ·, 0.0, -7.1, 13.0, 2.5, 2.9
3: COc1cccc(NC(=O)CN(C)C(=O)c2ccc(-n3cncn3)c([N+](=O)[O-])c2)c1
→ 6.6, ·, -0.7, 3.6, -1.3, -0.8, -3.2, ·, 0.0, 3.3
4: CC1C[N+](=C2C=C(N3CCOCC3)CC(C)(C)C2)CC(C)O1 (centres undefined)
→ 61.4*, 2.0, -1.9, -8.5, -2.5, -1.7, -4.9, -4.7, -0.4, 4.9
5: O=C(NCc1ccccn1)C1CCN(Cc2cnn(-c3ccccc3)c2-n2cccc2)CC1
→ -2.6, -1.5, -1.5, 2.8, 2.0, -0.9, 7.7, -10.5, i, 2.2
6: CS(=O)(=O)N1CCN(c2ccccc2NC(=O)c2ccc3ccccc3c2)CC1
→ -5.3, 0.9, 1.1, -1.5, 1.2, 2.1, -11.6, 13.3, i, -2.3
7: Cc1nc(NC(=O)c2ccncc2)sc1C(=O)N(C)C
→ 14.0, 2.6, -2.8, 5.9, -2.6, 3.8, 27.1, 1.6, 1.1, 4.0
8: Cc1onc(-c2ccccc2)c1C(=O)N[C@@H]1C(=O)N2C1SC(C)(C)[C@@H]2C(=O)O (some centres undefined)
→ -16.1, ·, ·, 6.1, 0.0, ·, -19.7, ·, -0.2, -3.0
9: Cc1ccc(C)c(S(=O)(=O)NC(C)C(=O)Nc2ccc(-c3nc4ccccc4s3)cc2)c1 (centres undefined)
→ 17.1, 2.9, 0.8, 52.5*, -0.2, -2.1, 0.3&-1.0, 9.5, 3.1, 13.0
10: CC1CCc2c(sc(NC(=O)CN3CCN(C(=O)c4ccco4)CC3)c2C#N)C1 (centres undefined)
→ 0.8, 4.7, 1.5, 4.4, -1.5, -0.6, -3.9, 17.8, -0.4, -3.3
11: Nc1cccc2c1C(=O)N(C(=O)c1ccc(S(=O)(=O)N3CCCCCC3)cc1)C2=O
→ 9.1, 3.3, -2.7, 8.0, -0.9, 0.6, -5.5, 37.2, -0.6, 5.9
12: CCc1n[nH]c(=O)n1Cn1c(CC)n[nH]c1=O
→ 7.0, -0.3, 1.9, -2.8, -1.1, 0.6, -17.0, 28.6, ·, 1.4
13: CC(C)(C)N=C1NN=C(c2cc3ccccc3o2)CS1
→ 15.7, -5.0, 8.2, -7.0, 1.5, 1.3, 42.2*, 21.9, i, 2.8
14: Cc1ccc(NC(=S)NC(=O)C2CCCC2)cc1C
→ 2.4, 4.2, -8.9, -2.5, -0.4, 1.6, -18.5, -17.2, i, -1.1
15: CSc1ccc(/C=C/C(=O)OCC(=O)N2CCCCCC2)cc1
→ 43.0*, ·, 0.8, -1.6, -2.6, 5.3, 0.6, ·, i, 81.1*
16: COc1ccc(CNS(=O)(=O)c2ccc(-n3cnnn3)c(C)c2)cc1
→ -2.2, -2.8, -4.7, 7.6, 0.0, -0.6, 4.1, 18.5, -0.2, -0.8
17: Cc1ccc(NC(=O)C2CCN(C(=O)c3ccccc3C)CC2)cc1
→ 5.0, 3.1, 0.2, 12.7, ·, 0.5, 1.9, -9.9, -0.3, 2.9
18: C=CCOn1c(=O)c(-c2ccccc2)[n+]([O-])c2ccccc21
→ -1.9, -3.5, 0.1, 2.3, 1.0, -1.8, -7.9, -5.3, -0.8, -1.1
19: CCOC(=O)c1ccc(Nc2c(OCC)c(=O)c2=O)cc1
→ 35.2*, 4.4, 1.4, 14.3, 0.0, -1.0, -2.7, 4.4, i, -2.6
20: O=C(CSc1ncccn1)NNC(=O)c1ccccc1
→ -9.0, 9.4, 3.8, 3.4, 0.6, -0.2, 9.8, 17.9, -0.1, 2.1

Part of the list above in order of SMILES length, low to high.
Below each SMILES: GDH-TPI inh, SARS 3CLpro inh, Rv3671c protease, MazEF act, BioA inh, UGM FP inh, PriA SSB inh, VHR inh abs, Vc quorum ag, FBA Mtb inh
7: Cc1nc(NC(=O)c2ccncc2)sc1C(=O)N(C)C
→ 14.0, 2.6, -2.8, 5.9, -2.6, 3.8, 27.1, 1.6, 1.1, 4.0
2: COc1ccc(NC(=O)c2ccc(S(=O)(=O)C(F)F)cc2)c(OC)c1
→ 0.3, 7.8, 0.2, 7.5, ·, 0.0, -7.1, 13.0, 2.5, 2.9
3: COc1cccc(NC(=O)CN(C)C(=O)c2ccc(-n3cncn3)c([N+](=O)[O-])c2)c1
→ 6.6, ·, -0.7, 3.6, -1.3, -0.8, -3.2, ·, 0.0, 3.3

Continuation.
Below each SMILES: GDH-TPI inh, SARS 3CLpro inh, Rv3671c protease, MazEF act, BioA inh, UGM FP inh, PriA SSB inh, VHR inh abs, Vc quorum ag, FBA Mtb inh
21: O=C(Nc1ccc(Cl)cc1F)c1ccc(-n2cncn2)cc1
→ 1.8, ·, -4.0, 1.8, -1.0, -1.5, 0.2, ·, i, -0.8
22: O=C(Oc1ccc(C(=S)N2CCOCC2)cc1)c1ccccc1F
→ 6.5, 0.1, 8.6, -3.5, -2.8, 2.3, -1.8, 3.6, 0.9, 5.1
23: Cc1ccc(-c2nn3c(C)nnc3s2)cc1NC(=O)c1ccco1
→ -7.9, 4.0, 0.5, 9.9, 0.1, 0.7, 0.4, 7.4, i, -0.5
24: Cc1ccc(S(=O)(=O)NC2CCCCCC2)cc1
→ -10.8, ·, 6.2, -1.2, 1.1, 2.1, -10.2, ·, 8.3, -4.2
25: CCOc1ccc(CCNC(=O)c2cccc(S(=O)(=O)N3CC(C)OC(C)C3)c2)cc1OCC (centres undefined)
→ 12.2, ·, -6.9, -2.9, 0.7, -0.9, 7.6, ·, -2.5, -3.5
26: Cc1ccc(-n2c(Cc3ccccc3)n[nH]c2=S)cc1
→ 13.6, 0.2, 2.3, 0.0, -0.1, -4.2, -9.8, -0.5, i, -0.5
27: Cc1ccc(C2OC(=O)C=C2c2ccccc2)cc1 (centres undefined)
→ 1.7, ·, -8.4, 5.5, 1.7, 2.4, -23.9, ·, -0.4, -0.5
28: CCn1cc(C(=O)N2CCN(c3ccccc3F)CC2)c(=O)c2ccc(C)nc21
→ 5.3, 3.1, -0.2, 10.3, 1.4, -1.3, -3.8, 21.1, -0.2, -0.7
29: Cc1cc(C)c(NC(=O)c2c[nH]c(=S)n2-c2ccc(F)cc2)c(C)c1
→ 3.6, 4.9, 3.1, -0.7, ·, 0.4, 4.3, 6.7, -3.7, -4.0
30: Cc1ccc(-n2c(=O)cc(N3CCN(Cc4ccccc4)CC3)[nH]c2=O)cc1
→ 3.8, -2.6, 0.6, -12.8, -1.4, ·, -15.9, 2.4, -0.1, 0.2
31: O=C(Nc1cccc(S(=O)(=O)c2cccc(NC(=O)C3CC3)c2)c1)C1CC1
→ -13.0, -5.5, -1.6, -1.1, 5.2, -3.1, 5.7, -0.6, -1.8, -0.4
32: COc1ccc2c(c1OC)c(=O)n1c3ccc(OC(C)C(=O)NCCCN4CCOCC4)cc3c3ccnc2c31 (centres undefined)
→ 2.9, -3.9, -12.2, 0.0, 5.6, -1.6, 21.1, 32.8, -0.3, 153.3*
33: Cc1ccc(OCC(=O)NNC(=S)NC(=O)c2ccc(Br)o2)c(C)c1
→ -8.7, 6.7, ·, -0.3, -1.1, -0.3, -4.9, -2.1, ·, -3.6
34: COc1nc(OCC#N)nc(N2CCCCC2)n1
→ -2.8, 2.8, -3.9, 1.6, ·, 2.1, -9.0, 24.2, i, -7.2
35: Cc1oc2c(O)c(O)ccc2c(=O)c1-c1ccccc1
→ 27.4, ·, 11.3, 8.6, 0.7&-0.2, 3.7, -9.7, 25.8, -5.6, 1.1
36: Cc1cc(C)nc(NC(=O)c2ccc(Cl)c([N+](=O)[O-])c2)n1
→ 7.8, 5.6, 5.1, 8.3, ·, -4.3, 1.4, -26.5, -0.7, -0.4
37: O=C(NC1C(=O)NNC1c1ccccc1)c1ccc(F)cc1 (centres undefined)
→ 8.1, -1.8, -9.4, 2.2, -0.7, -3.2, -6.5, 18.9, i, 5.4
38: O=C(N1CCCC1)C(F)(F)Oc1ccc(F)cc1
→ 9.2, -4.5, -12.9, 8.4, -2.9, -0.9, -0.6, -11.2, -0.2, -0.9
39: CCOc1ccc(C(Nc2ccc(C)cc2)P2(=O)OCCCO2)cc1 (centres undefined)
→ -7.6, 2.7, -0.3, 2.0, -0.7, -2.5, -11.0, 15.5, ·, -3.2
40: CCOC(=O)c1c(C)[nH]c(C(=O)COC(=O)C2=NNC(=O)CC2)c1C
→ -3.8, 2.1, -4.2, 4.3, -1.1, 0.9, 1.9, 24.3, -0.3, -4.5
41: CN(C)Cc1ccccc1Sc1ccc(O)cc1O
→ 10.7, 4.3, 0.8, -0.6, 0.1, -0.2, -3.1, -1.5, i, -1.1
42: Cc1nnc(SCC(=O)Nc2sc3c(c2C#N)CCCC3)[nH]c1=O
→ -2.6, -5.5, -6.4, 1.6, 3.0, 1.2, 1.9, -8.7, i, -2.2
43: CC12CC[C@H]3[C@@H](CCC4(O)C[C@H](O)CCC34/C=N/NC(=O)c3ccccc3[N+](=O)[O-])C1(O)CCC2C1=CC(=O)OC1 (some centres undefined)
→ -13.8, 3.4, -2.9, 10.6, -0.1, -3.4, ·, -3.3, 0.8, -2.9
44: O=C(CN1CCOCC1)c1ccc2cc[nH]c2c1
→ -2.4, -4.0, 2.9, 10.5, -0.2, -0.1, -7.0, 12.1, -0.2, 8.5
45: CCOC(=O)c1cnc2c(OC)cccc2c1Oc1ccccc1
→ -2.1, 4.0, 9.7, 2.8, -0.9, 0.4, -7.8, 15.5, i, 12.6
46: CCCCN(C)CCNC(=O)CN1C(=O)CSc2ccc(S(=O)(=O)N3CCCC3)cc21
→ 9.6, 2.8, 1.4, 5.2, 1.6, 0.8, -11.8, 7.1, 6.7, 3.2
47: S=C1NC2=C(CCC/C2=C\c2ccccc2)C(c2ccccc2)N1 (centres undefined)
→ 3.4, 6.5, -10.6, 7.4, -1.0, -0.6, 18.1, -3.8, -0.7, -0.9
48: Cc1ccc(C)c(C(C)NC(=O)CC#N)c1 (centres undefined)
→ -3.9, 6.1, 6.9, -0.2, ·, 0.6, 0.3, 26.9, i, -0.1
49: CC(C)c1ccc(NC(=S)N2CCN(S(=O)(=O)c3ccccc3)CC2)cc1
→ 7.7, 6.8, -10.9, 4.2, -1.4, -3.0, 12.6, 10.5, i, 2.0
50: CCCc1cc2c(=O)c(-c3nc4ccccc4s3)c(COCC(=O)O)oc2cc1O
→ 10.2, 0.9, ·, 59.6*, ·, ·, 9.4, -3.1, -0.3, 16.4
51: O=C(NNc1nc(=O)c2cccnc2s1)c1ccccc1O
→ 13.1, 2.2, 0.2, 3.8, ·, 0.0, -3.4, 24.5, -0.2, -1.5
52: COc1ccc(C(=O)COC(=O)C(O)c2ccccc2)c(OC)c1 (centres undefined)
→ -4.4, ·, -3.7, 4.9, 0.8, 0.6, -6.6, ·, i, -1.4
53: Cc1cc(=O)n(CC(C)O)c(O)c1C#N (centres undefined)
→ -1.9, -2.8, -7.2, -36.9, ·, 1.6, -13.5, -11.8, i, -1.8
54: COc1cc(C2CC(=O)Oc3c(C(CCN4CCN(c5ccccc5)CC4)c4ccc(N(C)C)cc4)c(OC)cc(OC)c32)cc(OC)c1OC (centres undefined)
→ 3.5, ·, 15.0, -0.1, -2.1, 1.7, 1.2, 14.9, 4.5, 0.8
55: O=C(Cn1ccc([N+](=O)[O-])n1)NCc1ccccc1
→ 4.8, ·, 2.7, -1.3, -0.2, 3.5, -3.4, ·, 0.2, 2.8
56: CC(=O)N1CCc2cc(N=NC3=C(O)CCCC3=O)ccc21
→ -5.1, 2.9, -2.9, -0.1, 0.9, 1.4, -1.6, 3.1, -2.0, -35.0
